# KOR beta-arrestin-1 – KOR antagonists, beta-arrestin recruitment, cell-based, luminescence, uHTS (AID 1778). Kappa-type opioid receptor (Homo sapiens). KOR beta-arrestin recruitment, luminescence, antagonist mode; higher % means a stronger effect. inhibition, % at 10 µM; hits with a dose series show IC50 in µM. 0.091% of 290,000 active; note: strong numbers were not always called active
# NTR1 ag – agonists of NTR1, primary screen, imaging, U2OS cells, beta-arrestin-GFP, high content (AID 493036); 0.17% of 330,000 active; Neurotensin receptor type 1 (Homo sapiens), P30989; NTR1-U2OS beta-arrestin-GFP spot imaging, agonist mode; activation, % at 20 µM;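 active = activation at or above 40% of the spot to cytoplasm intensity ratio, with at least 20 cells analyzed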;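 note: 0% = DMSO without peptide and 100% = 100 nM NTR1 peptide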
# Target sequence (P30989 whole entry, looked up): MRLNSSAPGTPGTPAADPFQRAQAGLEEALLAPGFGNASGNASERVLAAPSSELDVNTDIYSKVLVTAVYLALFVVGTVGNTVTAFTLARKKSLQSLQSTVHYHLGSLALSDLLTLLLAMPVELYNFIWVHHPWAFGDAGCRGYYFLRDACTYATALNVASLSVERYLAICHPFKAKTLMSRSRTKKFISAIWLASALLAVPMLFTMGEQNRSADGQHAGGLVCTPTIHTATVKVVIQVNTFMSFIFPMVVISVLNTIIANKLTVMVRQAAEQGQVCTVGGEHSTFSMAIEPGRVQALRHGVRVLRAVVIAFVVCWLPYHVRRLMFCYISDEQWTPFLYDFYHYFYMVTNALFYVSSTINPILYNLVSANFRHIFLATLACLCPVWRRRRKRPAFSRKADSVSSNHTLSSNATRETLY
# NOD1 inhibition – NOD1 signaling inhibitors, primary screen, cell-based, luminescence, uHTS (AID 1578). 1% of 290,000 active. inhibition, % at 4 µM; hits with a dose series show EC50 in µM. NOD1-driven NF-kB luciferase reporter cells, luminescence; higher % means a stronger effect; in the data active = inhibition mostly above about 36%, no sharp cut-off; inactive = mostly below about 34%;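 note: HEK-293T reporter cells stimulated with the NOD1 agonist gamma-tri-DAP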
# KOR beta-arrestin-2 – KOR agonists, beta-arrestin recruitment, primary screen, cell-based, luminescence, uHTS (AID 1777); Kappa-type opioid receptor (Homo sapiens); KOR beta-arrestin recruitment, luminescence; higher % means a stronger effect; activation, % at 10 µM, or EC50 in µM where a hit was titrated; 0.02% of 280,000 active; in the data active = activation above about 50%, passing the limit was not always enough; note: a part of the inactive calls stands beside numbers as strong as those of hits
# TNAP activation fold – human TNAP enzyme activators, primary screen, biochemical, luminescent, no phosphate acceptor, uHTS (AID 1001). 0.03% of 200,000 active. activation fold at 20 µM, or EC50 in µM where a hit was titrated. purified TNAP, luminescent activation assay, no phosphate acceptor; higher activation fold means a stronger effect; in the data active = activation fold from about 3, or a potency from the dose series; inactive = the rest, 99 in 100 with activation fold below about 1.6; note: many of its hits are not listed in these tables
# CSM14.1 death rescue – rescue of cells from ER stress-induced death, primary screen, 384-well, CSM14.1, thapsigargin, ATP luminescence (AID 1222); cellular ATP content (survival), % at 20 µM, or EC50 in µM where a hit was titrated; 190,000 tested, under 10 active; CSM14.1 thapsigargin-induced death rescue, ATP luminescence; higher % means a stronger effect;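 active = EC50 below 50 µM in the dose-response confirmation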;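 note: death triggered by thapsigargin at about 15 µM added after 2 h compound pretreatment; cell ATP read after overnight thapsigargin exposure of roughly 18 to 22 hours; normalized against plate controls of thapsigargin alone and 5% DMSO vehicle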
# Yfh1-depleted yeast – enhancers of respiration in Yfh1-depleted yeast, dose response, Friedreich's ataxia, plus single-dose screen (AID 1465). S. cerevisiae Yfh1-off respiration, WST-1 reduction, 72 h; higher fold induction means a stronger effect. fold induction at 50 µM; hits with a dose series show EC50 in µM. 0.074% of 220,000 active;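 active = fold induction of absorbance versus untreated yeast above a set limit, then at least 30% activation at any dose in follow-up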;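 note: activators that raise dye reduction in frataxin-depleted yeast; strong numbers were not always called active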
# NOD2 inhibition – NOD2 signaling inhibitors, cell-based, luminescence, uHTS, HEK293 (AID 1566); HEK293 NOD2/NF-kB luciferase reporter, luminescence; higher % means a stronger effect; inhibition, % at 4 µM, or EC50 in µM where a hit was titrated; 0.63% of 290,000 active; note: many of its hits are not listed in these tables
# GPR55 activation – GPR55 agonists via beta-arrestin recruitment, primary screen, imaging, U2OS cells, beta-arrestin-GFP redistribution (AID 1961). G-protein coupled receptor 55 (Homo sapiens). U2OS GPR55 beta-arrestin-GFP redistribution imaging; higher % means a stronger effect. activation, % at 10 µM, or EC50 in µM where a hit was titrated. 0.048% of 290,000 active;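 active = activation above 40% with more than 50 cells counted in the well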;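 note: U2OS osteosarcoma cells stably expressing GPR55 and beta-arrestin-GFP; plate controls were DMSO negative control for no effect and LPI positive control for full effect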
# NTR1 ag cell count 20 µM – also measured in NTR1 ag; calls as there; cell count; measured here: cell count, cytotoxicity flag
# An asterisk follows results filed as active; i = inactive; . = no result given; [ ] = remark or other dose. Cut-off read from the data, not from the text of the source, unless noted: active = inhibition above about 50%; inactive = the rest. Some of the compounds tested; count on the stated rates, not on these rows.
SMILES,KOR beta-arrestin-1,NTR1 ag,NTR1 ag cell count 20 µM,NOD1 inhibition,KOR beta-arrestin-2,TNAP activation fold,CSM14.1 death rescue,Yfh1-depleted yeast,NOD2 inhibition,GPR55 activation
O=C(COc1ccc(S(=O)(=O)N2CCOCC2)cc1)N1CCCCCC1,4.4%,-1.5,34,-48.1%,-3.8%,1.1,2.8%,i,-1.0%,0.0%
O=C(NCC1CCCO1)c1nn2c(C(F)(F)F)cc(-c3cccs3)nc2c1Cl (configuration not stated),-53.6%,0.6,43,-5.9%,9.4%,.,.,.,-11.4%,-0.1%
O=c1oc2ccccc2cc1-c1csc(Nc2ccc(O)cc2)n1,-13.0%,76.8*,50*,31.4%,1.2%,1.1,0.7%,i,-4.0%,0.4%
COc1cccc(CSc2nnc(CSc3nc4nc(C)cc(C)n4n3)s2)c1,.,0.2,41,23.0%,1.5%,1.1,-0.2%,i,-13.4%,-0.1%
COc1ccc(N2CCN(S(=O)(=O)c3ccc(C(=O)NCc4ccco4)cc3)CC2)cc1,8.6%,4.1,55,6.6%,-1.7%,1,-1.9%,i,18.6%,1.3%
CCc1ccc(N2CC(C(=O)Nc3ccc(F)cc3)CC2=O)cc1 (configuration not stated),2.4%,-0.9,35,-37.2%,-1.2%,.,.,.,3.0%,-0.3%
CC(C)[C@H](NC(=O)[C@@H]1Cc2c([nH]c3ccccc23)C2c3ccccc3C(=O)N21)C(=O)N1CCC[C@@H]1C(=O)O (some centres not stated),-52.1%[20 µM],-0.2,81,-24.9%,-1.3%,.,.,.,9.8%,0.5%
CCOc1cc(C(=S)N2CCOCC2)ccc1OC(=O)c1cc(OC)c(OC)c(OC)c1,-16.0%,0.4,49,-38.6%,-1.8%,.,.,.,9.3%,-0.1%
NC(N)=NN=C1c2ccccc2-c2ccccc21,-25.0%,-1.0,82,3.0%,-2.7%,.,.,.,24.6%,-0.1%
CCn1c(SCc2ccc(Cl)cc2)nnc1-c1ccccc1,-34.3%,1.2,68,-32.3%,1.8%,1,-1.5%,i,-17.9%,-0.2%
O=C(Nc1cccc(OC(=O)c2cccnc2)c1)c1cccnc1,-12.1%,2.5,54,-11.7%,3.3%,0.9,-0.8%,i,-34.7%,-0.1%
CCN(CC)C(=O)Cn1c(=O)n(CCCC(=O)NCc2ccc3c(c2)OCO3)c(=O)c2sccc21,-5.3%,-1.2,32,-23.8%,-1.7%,.,.,.,9.1%,0.3%
COc1cc(C2C(C#N)=C(N)Oc3n[nH]c(C)c32)cc2c1OCO2 (configuration not stated),-2.8%,0.0,87,-5.8%,8.4%,0.9,-1.8%,i,-0.4%,0.7%
Cc1ccc(S(=O)(=O)N2CCC(=O)N(CCOCc3ccc(C(F)(F)F)cc3)CC2)cc1,-29.8%,2.3,91,13.1%,-1.3%,1,-1.9%,i,34.0%,-0.3%
O=C(c1cc2ccccc2[nH]1)N1CCOCC1,-23.6%,0.0,62,-17.9%,-0.3%,1,-0.2%,i,-2.9%,-0.3%
CCC12CN(C(=O)c3ccc(OC)cc3)CC(CC)(CN(C(=O)c3ccc(OC)cc3)C1)C2=O,-12.3%,-1.0,58,-5.6%,-2.4%,1.1,0.8%,i,5.5%,-0.3%
O=C(Cc1ccc(N2CCNC2=O)cc1)N1CCCC(Nc2ccc(F)c(F)c2)C1 (configuration not stated),-43.5%,1.4,70,-3.3%,6.6%,.,.,.,-21.2%,-0.1%
COc1ccc(OC)c(NC(=O)CC(Cc2ccccc2OC)C(=O)O)c1 (configuration not stated),-3.7%,-0.6,61,-3.8%,-1.4%,1.1,-1.0%,i,8.1%,-0.1%
Cc1nnc(SCC(=O)N2CCCC(C(=O)c3ccc(Cl)cc3)C2)o1 (configuration not stated),13.6%,-0.6,54,-35.4%,1.0%,1,0.3%,i,4.1%,-0.2%
COc1ccccc1N1CCN(CCCCOc2ccc(F)cc2)CC1,-6.8%,-0.8,73,-4.5%,1.9%,1.1,4.9%,i,-7.4%,-0.1%

# Compounds shown so far that contain a CF3 group:
SMILES,KOR beta-arrestin-1,NTR1 ag,NTR1 ag cell count 20 µM,NOD1 inhibition,KOR beta-arrestin-2,TNAP activation fold,CSM14.1 death rescue,Yfh1-depleted yeast,NOD2 inhibition,GPR55 activation
O=C(NCC1CCCO1)c1nn2c(C(F)(F)F)cc(-c3cccs3)nc2c1Cl (configuration not stated),-53.6%,0.6,43,-5.9%,9.4%,.,.,.,-11.4%,-0.1%
Cc1ccc(S(=O)(=O)N2CCC(=O)N(CCOCc3ccc(C(F)(F)F)cc3)CC2)cc1,-29.8%,2.3,91,13.1%,-1.3%,1,-1.9%,i,34.0%,-0.3%

# Further structures:
SMILES,KOR beta-arrestin-1,NTR1 ag,NTR1 ag cell count 20 µM,NOD1 inhibition,KOR beta-arrestin-2,TNAP activation fold,CSM14.1 death rescue,Yfh1-depleted yeast,NOD2 inhibition,GPR55 activation
CCN(CC)S(=O)(=O)c1ccc(Cl)c(NC(=O)CCCCl)c1,11.5%,-1.3,56,0.4%,3.6%,.,.,i,-3.7%,-0.2%
CCOC(=O)N1CCN(CC(O)COCc2cc(OC)c(OC)c(OC)c2)CC1 (configuration not stated),-28.0%,1.6,54,-22.4%,1.7%,1.1,-4.1%,i,-15.7%,-0.4%
OCc1cn(-c2ccccc2)nc1-c1ccc(Br)cc1,-58.5%[20 µM],11.6,64,-34.6%,-2.5%,.,.,.,-11.5%,-0.4%
CCc1ccc(-c2nn(-c3cc(Cl)ccc3[N+](=O)[O-])c(=O)c3ccccc23)cc1,-5.2%,.,.,0.9%,1.6%,1.1,0.5%,i,9.6%,-0.1%
CC(C)N(C)CCOC(=O)C1COc2ccccc2O1 (configuration not stated),-5.7%,-0.6,46,-5.6%,.,.,.,i,-8.6%,-0.2%
CC(C)[C@H](CN(N=O)[C@@H](Cc1ccccc1)CN(C)N=O)N(CCc1ccccc1)N=O,10.1%,5.4,82,-30.7%,-1.5%,1.1,1.1%,i,-15.0%,0.6%
CNC(=O)CCc1[nH]c2ccccc2c1Sc1ccccc1,27.1%,-0.2,50,2.6%,-2.9%,1,-1.0%,i,-12.1%,-0.3%
COC(=O)c1cc(=O)nc2sc3cc(OC)ccc3n12,-16.4%,1.1,76,-12.3%,-2.5%,1,-3.5%,i,9.9%,-0.2%
COCC(=O)Nc1nnc(-c2ccc(C(C)(C)C)cc2)s1,-23.2%[20 µM],7.0,59,-29.1%,-6.0%,1.1,-3.3%,i,-126.8%,-0.1%
CCCSc1nnc2n(-c3ccccc3OC)c(=O)c3c4c(sc3n12)CCC4,11.3%,0.6,39,2.9%,-4.0%,1.1,-1.3%,i,17.6%,-0.4%
C=C(C)C(=O)N1CC2(CC(c3cccc(NC(=O)CC(c4ccccc4)c4ccccc4)c3)=NO2)C[C@H]1C(N)=O (some centres not stated),.,-0.2,65,-9.4%,-3.2%,.,.,i,-27.2%,1.0%
COc1ccc(N2CCCC2)c(NC(=O)COc2ccccc2)c1,-16.8%,8.5,45,-14.2%,0.6%,.,.,.,0.8%,0.2%
Cc1nc2ccc(NC(=O)C3COc4ccccc4O3)cc2s1 (configuration not stated),33.3%,1.5,64,1.7%,-0.6%,.,.,i,-65.5%,-0.1%
COc1ccc(S(=O)(=O)N2CCCC(C(=O)NCc3ccccn3)C2)cc1 (configuration not stated),20.5%,2.6,39,.,-1.4%,1.1,-2.9%,i,-5.7%,-0.1%
O=C(O)COc1ccc2nsnc2c1Cl,-8.0%,-0.6,72,-16.1%,-1.5%,1,-0.8%,.,9.2%,-0.2%
CCCCOC(=O)Cn1c(=O)n(CC(=O)OCCCC)c2cc(C)ccc21,7.2%,13.0,50,-11.8%,-4.0%,1.1,0.4%,i,4.7%,0.0%
COc1ccccc1Nc1nc(-c2c(C)nc3ncccn23)cs1,-28.0%[20 µM],.,.,61.6%*,.,1,4.8%,i,-32.8%,0.2%
COc1ccccc1C1=NN(C2=NN=C(N)Cc3ncnn32)C(O)(C(F)(F)F)C1 (configuration not stated),17.2%,1.8,30,-29.3%,-2.3%,2.8,0.6%,i,9.0%,-0.4%
Cc1cc(CN2CCCC(CO)(Cc3cccc(Cl)c3)C2)n[nH]1 (configuration not stated),11.3%,-1.5,77,-15.4%,-1.8%,1,-1.4%,i,-2.8%,0.3%
Oc1ccc(N=Nc2n[nH]c(-c3ccc(Br)cc3)n2)cc1,35.9%,.,.,13.8%,-8.0%,0.3,3.1%,i,-117.5%,-0.2%
CCN(C(=O)CN1CCN(c2ccccc2F)CC1)c1c(N)n(Cc2ccccc2)c(=O)[nH]c1=O,9.2%,-0.1,33,-23.8%,-4.8%,1,-0.9%,i,6.1%,0.2%
Nc1nc2n(n1)C(c1ccccc1Cl)CC(c1ccc(F)cc1)N2 (configuration not stated),-2.3%,1.5,56,-13.1%,-2.0%,1.1,0.9%,i,-10.0%,0.3%
CCC(C)(C)n1nnnc1C(c1ccncc1)N1CCC(Cc2ccccc2)CC1 (configuration not stated),-0.1%,2.7,86,4.4%,-0.5%,1,4.8%,i,7.5%,-0.1%
Cc1cc(=O)oc2cc(OCC(=O)N3CCN(c4ccc(F)cc4)CC3)ccc12,-49.3%,0.2,49,-9.9%,3.1%,.,.,.,2.1%,-0.1%
Cc1cc(=O)[nH]c(SCC(=O)Nc2cc(S(=O)(=O)N3CCCC3)ccc2Cl)n1,12.6%,4.8,66,-0.9%,6.5%,.,.,i,8.4%,-0.1%
C/C=C/c1ccc(OCC(=O)Nc2ccncc2)c(OC)c1,-11.2%,10.2,92,-4.5%,-2.1%,.,.,.,15.7%,0.0%
Cc1ccc(OC(=O)c2ccc(N3CCOCC3)c([N+](=O)[O-])c2)cc1,2.6%,4.4,71,13.2%,-0.7%,1,-1.2%,i,17.3%,-0.1%
O=C(O)c1cccc(NC(=O)c2cccc(NC(=O)C3CCCO3)c2)c1 (configuration not stated),4.6%,0.0,37,19.0%,1.7%,1.1,-1.7%,i,-5.9%,-0.1%
CC(NC(=O)C(C)N1c2cccc3cccc(c23)S1(=O)=O)c1ccccc1 (configuration not stated),-11.9%,0.4,37,-10.7%,2.6%,.,.,.,7.0%,0.4%
COc1cc2[nH]c(=O)n(CCCC(=O)NC3CCCCC3)c(=O)c2cc1OC,-40.9%,-0.5,55,-15.1%,-1.4%,.,.,.,-8.2%,-0.1%
O=C(O)c1cccn1Cc1ccccc1F,-3.8%,1.9,79,-3.6%,0.1%,1.1,-2.2%,i,4.6%,0.1%
CCOc1cc(C)c(Cl)cc1S(=O)(=O)NCC1CCCO1 (configuration not stated),15.9%,-0.4,51,-20.2%,0.0%,1.1,-1.2%,i,6.1%,0.2%
CN(C(=O)CC1C(=O)NCCN1CC(c1ccccc1)c1ccccc1)C(C1CC1)C1CC1 (configuration not stated),42.1%,3.4,69,-1.4%,-6.0%,.,.,i,23.8%,0.0%
CC(=O)Nc1ccc(S(=O)(=O)N(CC(=O)O)Cc2ccccc2)cc1,-11.6%,-0.6,36,-2.5%,3.2%,1.1,5.6%,i,16.0%,0.1%
